pPAFAH inh: inhibitors of human plasma PAF acetylhydrolase (pPAFAH) | Q13093 | recombinant pPAFAH, FP-rhodamine probe fluorescence polarization | inhibition, % at 3.39 µM | actives 1.5% (n = 330,000) | AID 463082;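 active = inhibition above the mean inhibition across the screen plus 3 SD, cut at about 25% in these data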;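 note: inhibitors block binding of the rhodamine activity-based probe so polarization drops; 0% = enzyme with DMSO and 100% = wells lacking pPAFAH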
PME-1 inh: blocks human protein phosphatase methylesterase 1; Q9Y570; recombinant PME-1, FP-Rh probe fluorescence polarization; inhibition, % at 5.9 µM; actives 0.53% (n = 320,000); AID 2130;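 active = inhibition above the campaign mean of all compounds plus 3 SD, cut at about 26% in these data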;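 note: competitive labeling of PME-1 active site by serine hydrolase directed probe; 0% = PME-1 with DMSO and 100% = wells lacking PME-1 enzyme; inhibitors block probe labeling so polarization falls and inhibition rises; many of its hits are not listed in these tables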
Target sequence (Q9Y570 whole entry, looked up): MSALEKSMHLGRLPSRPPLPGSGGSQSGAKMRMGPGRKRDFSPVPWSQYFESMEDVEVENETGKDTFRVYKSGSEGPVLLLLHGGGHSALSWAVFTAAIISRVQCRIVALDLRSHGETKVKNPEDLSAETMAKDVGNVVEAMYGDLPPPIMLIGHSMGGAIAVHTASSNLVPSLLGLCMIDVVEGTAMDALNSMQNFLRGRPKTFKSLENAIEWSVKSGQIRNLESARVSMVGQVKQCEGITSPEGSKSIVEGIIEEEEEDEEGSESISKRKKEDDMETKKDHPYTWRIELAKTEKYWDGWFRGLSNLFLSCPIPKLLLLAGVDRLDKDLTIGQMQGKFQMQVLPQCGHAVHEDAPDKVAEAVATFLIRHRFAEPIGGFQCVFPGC
PAFAH2 inh: PAFAH2 (human) inhibition | AID 492956 | recombinant PAFAH2, FP-rhodamine activity probe, fluorescence polarization | inhibition, % at 3.39 µM | Q99487 | actives 0.99% (n = 340,000);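 active = inhibition above the mean over all tested compounds plus 3 SD, cut at about 30% in these data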;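 note: inhibitors block probe labeling of enzyme so polarization drops; 0% = enzyme with DMSO and 100% = wells lacking PAFAH2 protein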
GSTO1 counter: counter-screen for RBBP9 inhibitors: inhibitors of human GSTO1 | recombinant GSTO1, activity-based probe fluorescence polarization | inhibition, % at 5.96 µM | actives 1.1% (n = 300,000) | AID 1974;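 active = inhibition above the campaign mean inhibition plus 3 SD, cut at about 35% in these data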;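 note: 0% = GSTO1-1 with DMSO and 100% = wells lacking GSTO1-1 enzyme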
Target sequence (P78417 whole entry, looked up): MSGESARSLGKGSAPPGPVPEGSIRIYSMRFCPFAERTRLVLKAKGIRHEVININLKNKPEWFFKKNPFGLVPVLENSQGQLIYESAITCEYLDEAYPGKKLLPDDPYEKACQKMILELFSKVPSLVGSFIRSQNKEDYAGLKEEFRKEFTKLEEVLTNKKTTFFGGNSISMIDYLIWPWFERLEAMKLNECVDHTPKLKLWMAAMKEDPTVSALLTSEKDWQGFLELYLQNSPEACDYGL
PAD4 inh: inhibitors of human PAD4; Q9UM07; recombinant PAD4, RCA probe fluorescence polarization; AID 485272; actives 0.41% (n = 330,000); inhibition, % at 6.36 µM;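 active = percent inhibition above a cutoff equal to the mean of all tested compounds plus 3 SD, cut at about 15% in these data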;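 note: 0% = PAD4 with RCA probe and DMSO and 100% = probe without PAD4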
LYPLA1 inh: counter-screen for PME1 inhibitors: inhibitors of human LYPLA1. inhibition, % at 5.9 µM. O75608. recombinant LYPLA1, FP-Rh probe fluorescence polarization. actives 0.16% (n = 320,000);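 active = inhibition above the mean of all tested compounds plus 3 SD, set per campaign, cut at about 14% in these data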;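 note: inhibitors block serine hydrolase probe labeling of LYPLA1 so polarization falls; 0% = enzyme with DMSO and 100% = wells lacking LYPLA1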
Target sequence (O75608 whole entry, looked up): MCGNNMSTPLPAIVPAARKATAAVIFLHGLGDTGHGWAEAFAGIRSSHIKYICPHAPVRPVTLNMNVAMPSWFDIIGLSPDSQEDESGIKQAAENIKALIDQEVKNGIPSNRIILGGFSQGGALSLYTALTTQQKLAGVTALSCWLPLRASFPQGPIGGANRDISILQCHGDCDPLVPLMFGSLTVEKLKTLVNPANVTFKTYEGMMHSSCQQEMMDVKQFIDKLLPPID
Fam108B counter: Fam108B inhibition, counter-screen for RBBP9 inhibitors. recombinant Fam108B, FP-Rh probe fluorescence polarization. inhibition, % at 9.51 µM. actives 0.33% (n = 300,000). AID 1947;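 active = inhibition above the screen mean inhibition plus 3 SD, computed separately per campaign, cut at about 18% in these data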;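 note: inhibitors lower polarization as less probe binds the enzyme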
PAFAH1B2 inh: inhibitors of human PAFAH1B2; recombinant PAFAH1B2, FP-rhodamine activity probe, fluorescence polarization; inhibition, % at 3.39 µM; actives 1.2% (n = 340,000); AID 492953;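 active = inhibition above the mean of all tested compounds plus 3 SD, cut at about 24% in these data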;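 note: 0% = enzyme with DMSO and 100% = wells lacking PAFAH1B2; many of its hits are not listed in these tables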
PAFAH1B3 inh: PAFAH1B3 (human) inhibition | recombinant PAFAH1B3, FP-rhodamine probe, fluorescence polarization | inhibition, % at 3.39 µM | actives 0.28% (n = 340,000) | AID 492972;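 active = inhibition above the screen-wide average of all tested compounds plus 3 SD, cut at about 25% in these data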;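 note: 0% = enzyme with DMSO only and 100% = wells lacking PAFAH1B3 protein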
* hit, by the source's call. Only part of the results is shown; rates above refer to the full screens.

Results for CN1CCN(S(=O)(=O)c2ccccc2)CC1 ?
pPAFAH inh: 6.1; PME-1 inh: -0.2; PAFAH2 inh: -6.5; GSTO1 counter: -7.8; PAD4 inh: 1.5; LYPLA1 inh: 1.2; Fam108B counter: -5.5; PAFAH1B2 inh: 4.8; PAFAH1B3 inh: 0.6

Results for COc1ccccc1NC(=O)NCCCN1CCN(c2cccc(Cl)c2)CC1 ?
pPAFAH inh: 1.4; PME-1 inh: 0.4; PAFAH2 inh: 2.8; GSTO1 counter: 1.8; PAD4 inh: -2.1; LYPLA1 inh: 5.3; Fam108B counter: 3.0; PAFAH1B2 inh: 0.6; PAFAH1B3 inh: 14.2

Results for CCOC(=O)C1=C(C)N2C(=C(C#N)[C@@H]1c1ccc(C(=O)OC)cc1)SC[C@@]2(O)C(C)(C)C ?
pPAFAH inh: 0.4; PME-1 inh: 0.0; PAFAH2 inh: 3.7; GSTO1 counter: -3.5; PAD4 inh: 6.1; LYPLA1 inh: -8.0; Fam108B counter: -4.0; PAFAH1B2 inh: 2.1; PAFAH1B3 inh: 6.9

How did COc1ccc(C(C(=O)NC2CCCCC2)N(C(=O)c2ccco2)c2ccc(-n3cnnn3)c(C)c2)cc1 (centres undefined) do in these assays?
pPAFAH inh: 0.1; PME-1 inh: 2.7; PAFAH2 inh: 1.6; GSTO1 counter: -14.3; PAD4 inh: 2.0; LYPLA1 inh: -1.1; Fam108B counter: -2.2; PAFAH1B2 inh: 1.9; PAFAH1B3 inh: 12.8

What do the screens show for `Cc1nc(SCc2ccc(O)c([N+](=O)[O-])c2)c([N+](=O)[O-])[nH]1`?
pPAFAH inh: 4.9; PME-1 inh: 1.8; PAFAH2 inh: 1.8; GSTO1 counter: 20.2; PAD4 inh: -3.0; LYPLA1 inh: 4.2; Fam108B counter: 1.6; PAFAH1B2 inh: 4.9; PAFAH1B3 inh: -4.8

How did COc1ccc(C(=O)N2c3ccccc3C=CC2C#N)cc1 (centres undefined) do in these assays?
pPAFAH inh: 4.7; PME-1 inh: -2.0; PAFAH2 inh: 6.5; GSTO1 counter: 5.2; PAD4 inh: -1.9; LYPLA1 inh: -5.9; Fam108B counter: 3.5; PAFAH1B2 inh: 8.5; PAFAH1B3 inh: -2.7

What do the screens show for `CCOc1ccc(NC(=O)CN(C)C(=O)CN2C(=O)NC3(CCCC3)C2=O)cc1OCC`?
pPAFAH inh: 25.7*; PME-1 inh: -4.5; PAFAH2 inh: 1.8; GSTO1 counter: 1.8; PAD4 inh: -3.3; LYPLA1 inh: 2.4; Fam108B counter: -3.3; PAFAH1B2 inh: -1.4; PAFAH1B3 inh: 10.8

Results for CCOc1ccccc1OCC(=O)NCc1ccco1 ?
pPAFAH inh: 4.1; PME-1 inh: -1.5; PAFAH2 inh: 0.1; GSTO1 counter: 2.6; PAD4 inh: -1.3; LYPLA1 inh: -1.1; Fam108B counter: -3.8; PAFAH1B2 inh: 0.3; PAFAH1B3 inh: 12.4

Results for O=C(CSc1nnc(-c2ccncc2)n1-c1ccc(Cl)cc1)NCc1cccs1 ?
pPAFAH inh: 2.7; PME-1 inh: 2.0; PAFAH2 inh: -0.8; GSTO1 counter: 0.7; PAD4 inh: 6.0; LYPLA1 inh: -0.5; Fam108B counter: 6.8; PAFAH1B2 inh: -2.3; PAFAH1B3 inh: -2.1

How did COC(=O)c1ccc(CNC(=O)COC(=O)CC23CC4CC(CC(Br)(C4)C2)C3)cc1 do in these assays?
pPAFAH inh: 1.6; PME-1 inh: 2.4; PAFAH2 inh: 3.7; GSTO1 counter: 1.0; PAD4 inh: 4.0; LYPLA1 inh: 2.0; Fam108B counter: -1.3; PAFAH1B2 inh: 9.1; PAFAH1B3 inh: 4.4

How did CC1(OC(=O)c2cnc3ccccc3n2)C(=O)C=C2C=C(c3ccc(C#N)cc3)OC=C2C1=O (centres undefined) do in these assays?
pPAFAH inh: 10.7; PME-1 inh: -3.9; GSTO1 counter: 9.0; PAD4 inh: -4.0; LYPLA1 inh: -1.8; Fam108B counter: 0.3

Results for CCOc1ccccc1NC(=O)Nc1cc(C(=O)O)ccc1C ?
pPAFAH inh: 0.3; PME-1 inh: 0.2; PAFAH2 inh: -2.4; GSTO1 counter: -2.8; PAD4 inh: 2.2; LYPLA1 inh: -0.1; Fam108B counter: 2.4; PAFAH1B2 inh: -0.3; PAFAH1B3 inh: 7.3

What do the screens show for `Cc1ccc(C(=O)N[C@H](C(=O)NC2CCCCC2)C(C)C)cc1`?
pPAFAH inh: 1.8; PAFAH2 inh: -5.3; PAD4 inh: -0.7; PAFAH1B2 inh: 6.7; PAFAH1B3 inh: 8.9

How did Cc1cc(NC(=O)CCN2C(=O)C3C4CCC(C4)C3C2=O)c(C)cc1Br (centres undefined) do in these assays?
pPAFAH inh: 7.5; PME-1 inh: 4.0; PAFAH2 inh: 4.8; GSTO1 counter: 4.5; PAD4 inh: -3.2; LYPLA1 inh: 5.8; Fam108B counter: -1.5; PAFAH1B2 inh: -2.8; PAFAH1B3 inh: 1.3

Results for Cc1ccccc1C(=O)NC1CCN(Cc2ccccc2)CC1 ?
pPAFAH inh: 3.4; PME-1 inh: 4.2; PAFAH2 inh: -0.1; GSTO1 counter: 4.3; PAD4 inh: -6.6; LYPLA1 inh: 0.8; Fam108B counter: -3.5; PAFAH1B2 inh: -0.3; PAFAH1B3 inh: 3.0

How did C=CCn1c(=N)c(C(=O)NCCCOC)cc2c(=O)n3ccccc3nc21 do in these assays?
pPAFAH inh: -3.3; PME-1 inh: -1.3; PAFAH2 inh: 2.1; GSTO1 counter: 5.3; PAD4 inh: 3.1; LYPLA1 inh: -3.4; Fam108B counter: -1.4; PAFAH1B2 inh: 7.1; PAFAH1B3 inh: 3.1

What do the screens show for `COc1cc(CNCc2ccncc2)cc(Br)c1OCc1ccccc1F`?
pPAFAH inh: 3.0; PME-1 inh: -10.2; PAFAH2 inh: -7.1; GSTO1 counter: 6.3; PAD4 inh: -4.3; LYPLA1 inh: -2.5; Fam108B counter: 9.3; PAFAH1B2 inh: -1.1; PAFAH1B3 inh: 9.7

How did O=C(NCCN1C(=O)S/C(=C\c2ccc(OC(F)F)cc2)C1=O)c1cnccn1 do in these assays?
pPAFAH inh: -0.4; PME-1 inh: 0.6; PAFAH2 inh: 1.7; GSTO1 counter: 6.3; PAD4 inh: 1.3; LYPLA1 inh: -0.7; Fam108B counter: -10.2; PAFAH1B2 inh: 2.4; PAFAH1B3 inh: 0.9

How did O=C(C[n+]1ccc(-c2nnc3n2CCCCC3)cc1)c1ccc(Cl)cc1 do in these assays?
pPAFAH inh: 2.9; PME-1 inh: -1.4; PAFAH2 inh: 4.3; GSTO1 counter: -7.5; PAD4 inh: 3.3; LYPLA1 inh: 3.8; Fam108B counter: -2.8; PAFAH1B2 inh: -3.0; PAFAH1B3 inh: 10.9

How did CCOc1ccc(CNCCNC(=O)c2nonc2N)cc1 do in these assays?
pPAFAH inh: 3.5; PME-1 inh: -2.0; PAFAH2 inh: -0.9; GSTO1 counter: 8.8; PAD4 inh: -3.6; LYPLA1 inh: -4.7; Fam108B counter: 1.0; PAFAH1B2 inh: 2.0; PAFAH1B3 inh: 2.3

How did CC(C)(C)OC(=O)N1CCC(C(=O)N2CCC[C@H]2C(=O)O)CC1 do in these assays?
pPAFAH inh: -2.0; PME-1 inh: -0.7; PAFAH2 inh: 1.1; GSTO1 counter: -10.9; PAD4 inh: 2.2; LYPLA1 inh: -1.9; Fam108B counter: -4.5; PAFAH1B2 inh: 5.2; PAFAH1B3 inh: 8.5

What do the screens show for `CCCc1cc(NCc2ccccn2)n2nc(C)c(-c3ccccc3)c2n1`?
pPAFAH inh: 6.1; PME-1 inh: 10.9; GSTO1 counter: 0.8; PAD4 inh: -1.4; LYPLA1 inh: 1.7; Fam108B counter: 4.4

What do the screens show for `CCNC(=O)CC1C(=O)N(c2ccccc2)C(=O)N1CCC(C)C` (centres undefined)?
pPAFAH inh: 5.8; PME-1 inh: -3.3; PAFAH2 inh: 4.9; GSTO1 counter: 4.4; PAD4 inh: 2.9; LYPLA1 inh: 1.0; Fam108B counter: 2.7; PAFAH1B2 inh: 1.1; PAFAH1B3 inh: 1.0

How did Cc1ccc(NC(=O)C2CCN(C(=O)NC3CCCCC3)CC2)c(C)c1 do in these assays?
pPAFAH inh: -3.1; PME-1 inh: 0.5; PAFAH2 inh: -2.0; GSTO1 counter: -3.5; PAD4 inh: -1.9; LYPLA1 inh: 8.1; Fam108B counter: 5.9; PAFAH1B2 inh: 4.7; PAFAH1B3 inh: -0.3

How did COc1ccc(C(=O)NC(=S)Nc2ccc(CN3CCOCC3)cc2)cc1Cl do in these assays?
pPAFAH inh: 2.7; PME-1 inh: 2.5; PAFAH2 inh: -0.1; GSTO1 counter: 3.2; PAD4 inh: -2.7; LYPLA1 inh: 21.6*; Fam108B counter: -2.7; PAFAH1B2 inh: 1.3; PAFAH1B3 inh: -1.9

Results for O=C(CSc1nc2ncccc2[nH]1)NC1CCCCC1 ?
pPAFAH inh: -0.2; PME-1 inh: -2.2; PAFAH2 inh: -3.0; GSTO1 counter: 6.0; PAD4 inh: 2.3; LYPLA1 inh: -0.6; Fam108B counter: -2.8; PAFAH1B2 inh: 3.9; PAFAH1B3 inh: 2.2

Results for O=S(=O)(c1ccc(N2CCCC2)nc1)N1CCOCC1 ?
pPAFAH inh: 1.1; PME-1 inh: -2.6; PAFAH2 inh: 1.6; GSTO1 counter: 14.3; PAD4 inh: -2.2; LYPLA1 inh: -1.1; Fam108B counter: -7.1; PAFAH1B2 inh: -0.5; PAFAH1B3 inh: 4.4

How did COc1ccc(CCNC(=O)CSc2nnc(C(C)N(C)C)n2Cc2ccccc2)cc1OC (centres undefined) do in these assays?
pPAFAH inh: 0.9; PME-1 inh: 8.0; PAFAH2 inh: 5.7; GSTO1 counter: -6.6; PAD4 inh: 0.2; LYPLA1 inh: 1.1; Fam108B counter: 0.6; PAFAH1B2 inh: -4.3; PAFAH1B3 inh: 5.4

What do the screens show for `CCn1c(CNC(=O)COc2ccc(C(C)C)cc2)nnc1SCC(=O)Nc1ccccc1C(C)C`?
pPAFAH inh: 29.9*; PME-1 inh: 1.6; PAFAH2 inh: 2.3; GSTO1 counter: 4.4; PAD4 inh: 5.2; LYPLA1 inh: -1.2; Fam108B counter: -2.5; PAFAH1B2 inh: 3.2; PAFAH1B3 inh: 5.8

Results for COc1ccc(CCNS(=O)(=O)c2cn(C)nc2C)cc1 ?
pPAFAH inh: -1.0; PME-1 inh: 3.6; PAFAH2 inh: 1.8; GSTO1 counter: 4.3; PAD4 inh: -0.8; LYPLA1 inh: -1.8; Fam108B counter: 6.5; PAFAH1B2 inh: 2.7; PAFAH1B3 inh: 3.9

What do the screens show for `COCC(=O)Oc1c(S(=O)(=O)c2ccccc2)c(C)nn1C(C)(C)C`?
pPAFAH inh: -2.1; PME-1 inh: -3.0; PAFAH2 inh: 0.1; GSTO1 counter: -0.5; PAD4 inh: 0.1; LYPLA1 inh: 4.3; Fam108B counter: 0.0; PAFAH1B2 inh: 4.8; PAFAH1B3 inh: 7.1

High-throughput results as filed in PubChem BioAssay.
